Cardio protect: cardioprotection against H2O2-induced cell death, primary screen, uHTS, H9c2 cells, ATPLite luminescence; protection from H2O2 cell death, % at 20 µM; AID 588492, 2011; H9c2 cardiomyocytes, H2O2 injury protection, 2 h; hit rate 0.63% among 360,000;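 active means compounds giving at least 50% protection of heart cells from peroxide-induced death in the single-dose screen, raw or plate-pattern-corrected value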;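 further: 0% = DMSO wells with peroxide and 100% = DMSO wells without peroxide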
Shn3 3UTR inh: reduction of Shn3 3'UTR firefly luciferase signal, primary screen, Schnurri-3 inhibitor project, cell-based, Clone20 osteoblasts, set 2 | hit rate 0.52% among 360,000 | inhibition, % at 12.5 µM | Clone20 osteoblast Shn3 3'UTR firefly luciferase, 24 h;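 active means mean inhibition of at least 75% with every replicate also reaching 75%; inconclusive means mean inhibition at least 75% but some replicate below; inactive means mean inhibition below 75%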;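 further: 0% = median of neutral control wells and 100% = pilot-screen positive control compound; some compounds past the cut are filed as inactive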
NR2E3 ag-1: NR2E3 agonists in two-hybrid cells, primary screen, cell-based, luminescence, CHO-S, Gal4-NCOR/VP16-NR2E3. Photoreceptor-specific nuclear receptor (Homo sapiens), Q9Y5X4. hit rate 0.35% among 360,000. AID 602229, 2012. luciferase. inhibition of corepressor binding, % at 3.98 µM;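 active means inhibition above the mean of all tested compounds plus 3 SD, cut at about 70% in these data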;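 further: 0% = DMSO with NR2E3 transfected cells and 100% = cells lacking NR2E3 construct; higher means lower luciferase signal from less NR2E3 corepressor binding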
hiPSC survival: enhancers of single-cell hiPSC survival, primary screen, ATPlite luminescence | 100% = ROCK inhibitor wells, 0% = DMSO | hit rate 0.044% among 360,000 | survival enhancement, % at 20 µM; in the data active means survival enhancement above about 18%;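 further: cells exposed to compounds for 16 hours before the ATP read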
TRPM1 prom inh: inhibitors of MITF-dependent TRPM1 promoter reporter, primary screen, cell-based, SK-MEL-5, single point, luciferase; SK-MEL-5 TRPM1 promoter luciferase, 24 h; inhibition, % at 12.5 µM; hit rate 0.83% among 330,000;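 active means mean inhibition across replicates of 60% or more, whatever share of single replicates reaches that level; inconclusive means some that reach 60%, reason not given; inactive means mean inhibition across replicates below 60%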; further: values of inactives mirror those of a sister screen read the other way
HIF-2a block: HIF-2a reporter inhibitors, primary screen, luminescence, 786-0 RCC cells; inhibition, % at 18.8 µM; 786-0 RCC cells HIF-2a reporter, luciferase luminescence, overnight; AID 624352, 2012; hit rate 0.72% among 360,000;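 active means inhibition of the luminescence signal of 40% or more relative to plate controls, in a single-dose primary screen at 18.75 µM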
Peg3 promoter: Peg3 promoter-driven luciferase inhibitors, primary screen, cell-based, HeLa, luciferase luminescence; HeLa PEG-Prom luciferase reporter, overnight; inhibition, % at 20 µM; hit rate 1.7% among 360,000; AID 588405, 2011;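 active means inhibition of at least 50% at 20 µM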
PDI inh: inhibitors of human PDI, primary screen, biochemical, turbidity, single point, plate reader; PDI insulin aggregation turbidity, A650, 90 min; hit rate 0.052% among 350,000; AID 588391, 2011; Protein disulfide-isomerase (Homo sapiens), P07237; inhibition, % at 10 µM;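 active means mean inhibition across replicates of 30% or more, whatever share of single replicates reach that level; inconclusive means mean inhibition below 30% while every single replicate reaches 30%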;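 further: absorbance from insulin aggregation driven by PDI reduction with DTT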
Target sequence (P07237 whole entry, looked up): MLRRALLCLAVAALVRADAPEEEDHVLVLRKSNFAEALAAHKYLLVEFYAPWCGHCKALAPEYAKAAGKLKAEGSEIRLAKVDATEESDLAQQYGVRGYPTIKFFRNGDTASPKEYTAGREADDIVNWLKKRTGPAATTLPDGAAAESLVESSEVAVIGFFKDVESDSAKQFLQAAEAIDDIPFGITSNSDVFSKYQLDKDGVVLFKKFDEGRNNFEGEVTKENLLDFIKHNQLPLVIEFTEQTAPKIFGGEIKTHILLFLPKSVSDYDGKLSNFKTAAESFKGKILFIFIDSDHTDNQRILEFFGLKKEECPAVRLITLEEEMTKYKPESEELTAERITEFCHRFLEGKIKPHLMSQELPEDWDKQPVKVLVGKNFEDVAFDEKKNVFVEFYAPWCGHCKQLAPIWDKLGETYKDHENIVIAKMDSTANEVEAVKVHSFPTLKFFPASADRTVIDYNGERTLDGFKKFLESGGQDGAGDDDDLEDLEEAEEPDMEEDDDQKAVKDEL
CaV13 FRET inh: Disruptors of the CACNA1D IQ motif to Ca2+-dependent inactivation inhibitor domain association, primary screening, Förster resonance energy transfer in intact living … | HEK cells, CFP/YFP FRET ICDI-IQ, plate reader, 10 min; percent FRET-ratio fall versus neutral wells | inhibition, % at 12.3 µM | hit rate 0.098% among 340,000 | AID 743397;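 active means mean replicate inhibition of at least 30% and at least 1% of replicates passing that level; inconclusive means only one of the two criteria is met; inactive means neither criterion is met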;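 further: 0% = median of the neutral control wells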
NR2E3 ag-2: inhibitors of NR2E3-RetCOR corepressor binding, primary screen, NR2E3 agonist project, biochemical, TR-FRET, GST-NR2E3, biotin-RetCOR; Photoreceptor-specific nuclear receptor (Homo sapiens), Q9Y5X4; 1536-well; inhibition of corepressor binding, % at 4.78 µM; hit rate 0.12% among 320,000; AID 2300, 2010;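 active means percent inhibition above the cutoff of mean plus 3 SD of all tested compounds, set per screening campaign, cut at about 20% in these data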;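 further: 0% = DMSO wells and 100% = biotin wells as full block of FRET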
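Material – GST-tagged NR2E3 plus biotinylated RetCOR corepressor · Quantity – NR2E3 fusion 1.35 nM · Times – 5 h incubation at 4 °C · Medium – pH 7.5 Tris-based buffer · Technique – TR-FRET, Eu(K)-anti-GST donor, streptavidin-D2 acceptor, ex 340, em 617/671 nm · Benchmarks – high control biotin, low control 0.6% DMSO · Format – 1536-well plates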
m5-HT2A agonist: mouse Htr2a agonists via beta-arrestin recruitment, primary screen, cell-based, luminescence. 5-hydroxytryptamine receptor 2A (Mus musculus), P35363. CHO-K1 mHTR2A beta-arrestin complementation; percent of 30 µM serotonin response. activation, % at 7.6 µM. hit rate 0.66% among 360,000. AID 624169, 2012;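 active means activation above a run cutoff, the mean activation of all tested compounds plus 3 SD, cut at about 14% in these data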;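 further: 0% = plate median of compound wells and 100% = 30 µM serotonin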
Target sequence (P35363 whole entry, looked up): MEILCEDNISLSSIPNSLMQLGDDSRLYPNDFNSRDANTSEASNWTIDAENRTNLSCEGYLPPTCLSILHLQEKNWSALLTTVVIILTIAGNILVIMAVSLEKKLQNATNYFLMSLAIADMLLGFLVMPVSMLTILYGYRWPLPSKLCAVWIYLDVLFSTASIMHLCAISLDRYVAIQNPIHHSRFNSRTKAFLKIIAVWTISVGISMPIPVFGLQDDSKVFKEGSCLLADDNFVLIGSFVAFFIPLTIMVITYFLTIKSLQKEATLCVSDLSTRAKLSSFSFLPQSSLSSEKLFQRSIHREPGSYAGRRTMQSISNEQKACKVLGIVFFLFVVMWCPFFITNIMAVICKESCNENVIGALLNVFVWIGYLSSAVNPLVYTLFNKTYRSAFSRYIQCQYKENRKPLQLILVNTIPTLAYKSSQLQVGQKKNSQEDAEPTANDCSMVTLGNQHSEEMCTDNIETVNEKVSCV
Active calls of the source: *; u = inconclusive; x = not tested or not shown.

SMILES	Cardio protect	Shn3 3UTR inh	NR2E3 ag-1	hiPSC survival	TRPM1 prom inh	HIF-2a block	Peg3 promoter	PDI inh	CaV13 FRET inh	NR2E3 ag-2	m5-HT2A agonist
COCCn1cnnc1SCC(=O)Nc1sccc1C(N)=O	-1	-30	-14	-0.5	-3	13	1	-2	0	5	3
Cc1ccccc1C(=O)Nc1cc(NC(=O)c2ccccc2C)cc(C(=O)O)c1	3	-3	-5	-0.1	-1	14	5	-5	-20	0	5
COc1cccc(-c2cnc3c(NC(C)=O)cc(-c4ccccc4OC)cn23)c1	10	-13	-38	0.2	x	-19	17	1	-3	x	-4
Cc1cc(NC(=O)c2cncc(Br)c2)no1	7	-27	3	0.2	4	-15	1	0	-4	-2	3
C=CCSc1nc2ccccc2n1S(=O)(=O)c1ccc(Cl)cc1	16	-9	-8	-0.9	6	-24	-15	-3	0	1	-1
CC(C)OC(=O)CC1=NC(=O)CS1	0	-16	-6	-3.1	4	3	11	2	-6	4	3
CCCc1c(NC(=O)Nc2ccc(F)cc2)cnn1-c1ccccc1	6	16	-26	0.6	-3	-213	-93	1	-5	-1	3
CC(C)NC(=O)N(C)C[C@H]1Oc2ccc(NC(=O)Cn3cnnn3)cc2C(=O)N([C@H](C)CO)C[C@@H]1C	0	-12	-33	1.1	2	10	-8	11	-5	x	0
CCOC(=O)c1ccc(N2CCOCC2)c(NC(=O)c2c(-c3ccccc3)noc2C)c1	-7	13	-32	-0.6	x	13	26	-8	-4	1	-1
O=C(O)C1CC=CCC1C(=O)NCCc1cccc(Cl)c1 (stereo not given)	5	-15	16	-1.3	-8	-13	11	-2	x	-3	24*
Cc1ccc(NC(=O)CC2NCCN(Cc3ccccc3)C2=O)cc1 (stereo not given)	-7	0	-34	-0.6	5	6	7	1	-2	0	-3
O=C(CC1NCCc2ccccc21)Nc1ccc(Oc2ccccc2)cc1 (stereo not given)	7	33	-15	-1.5	-16	4	44	-4	-4	-2	2
CCN(CC)S(=O)(=O)c1ccc(-c2csc(C)n2)s1	-3	-8	-5	0.3	-7	3	7	-7	-14	-2	-2
CC(=O)Nc1ccc(SC[C@H](CC(C)C)N2CCN(CCc3ccccc3)CCC2=O)cc1	3	5	11	0.2	-5	4	-7	0	-12	0	19*
O=C(O)c1ccc(Nc2nc(-c3ccccc3)cs2)cc1	1	-18	-119	-0.1	-45	-152	-248	-7	-4	2	-2
CCN(CC(=O)Nc1c(F)cccc1F)C(=O)c1ccc(S(=O)(=O)N(CC)c2ccccc2)cc1	2	7	-32	-0.3	4	11	16	3	-6	x	5
O=C(Cn1ncc2c([nH]c3ccccc32)c1=O)Nc1ccc(CN2CCCCC2)cc1	4	-33	-7	-0.5	u	7	73*	4	x	-1	-4
CCCC(=O)NCCCCNC(=O)CCC	1	-1	-8	-0.3	9	7	13	-26	x	0	-3
Cc1ccc(NC(=O)c2ncn[nH]2)cc1	0	-50	-1	0.3	-7	-3	-13	4	3	-2	-3
COc1ccc(N2C(=O)CC(Sc3nc(C)cc(C)n3)C2=O)cc1OC (stereo not given)	-1	20	0	1.5	-3	17	3	2	-1	3	-1
O=C(COC(=O)c1ccc(Cl)cc1)NCC1CCCCC1	3	-7	-23	1.1	-5	2	5	-2	-5	x	3
Cc1ccc(N(CC(=O)NN=C2CCN(C)CC2)S(=O)(=O)c2ccc(C)cc2)cc1	-2	-10	-1	-0.9	4	18	14	2	-4	-1	5
Oc1ccccc1CNn1cnnc1	2	-11	-19	-3.1	3	12	8	-4	x	2	-4
COc1ccc(C(=O)OCC[N+]2(C)CCOCC2)cc1	0	-6	6	0.8	4	12	13	-2	9	1	-1
Cc1cccc(C)c1NC(=O)C1(N2C(=O)CC2c2ccccc2)CCCCC1 (stereo not given)	2	-3	-7	-1.3	-1	25	28	-16	-2	-2	0
SMILES	Cardio protect	Shn3 3UTR inh	NR2E3 ag-1	hiPSC survival	TRPM1 prom inh	HIF-2a block	Peg3 promoter	PDI inh	CaV13 FRET inh	NR2E3 ag-2	m5-HT2A agonist
CCOC(=O)c1n[nH]n(-c2cc(Cl)cc(Cl)c2)c1=O	11	-11	-6	0.4	9	10	-7	12	-3	0	5
O=C(CNC(=O)c1ccccc1F)N/N=C/c1cccnc1	1	-32	-25	-0.2	-21	-80	-51	12	-2	3	1
COc1cccc(OCCn2cc(C(C)=O)c3ccccc32)c1	-18	87*	65	-0.2	25	-16	-5	7	-1	5	4
CCCCCCCc1c(O)nc(SCCN(C)C)[nH]c1=O	1	-18	-19	0.5	-2	18	12	10	-11	0	-1
O=C(COC(=O)CCc1nc2ccccc2s1)Nc1ncc(Cl)cc1Cl	7	-1	3	1.5	8	6	-11	1	-10	4	-2
COc1cc2nc(/C=C/c3cc(OC)c(OC)c(OC)c3)sc2cc1SC	16	0	-48	-1.5	4	-34	18	-2	-20	1	5
CSCCC(=O)N(C)CC1CCN(CCc2cccc(C(F)(F)F)c2)CC1	3	3	22	-0.4	6	6	11	0	-22	1	-9
O=C(Nc1nnc([C@@H]2C[C@H](O)[C@@H](CO)O2)s1)Nc1ccccc1C(F)(F)F	9	0	-17	5.6	x	5	-1	-1	-7	x	0
O=C1C=C(NCc2ccc(Cl)c(Cl)c2)CC1	12	12	31	-1.2	-2	18	-3	4	-5	4	-2
CN(CCC#N)C(=O)COC(=O)c1cc(Cl)cc(Cl)c1N	-4	-15	29	-1.9	2	10	-2	0	6	2	-1
CC(=O)C1=C(O)C(=O)N(c2ccc(Br)cn2)C1c1ccccc1F (stereo not given)	-2	-17	-22	4.2	-6	-32	-33	-6	x	6	-1
COc1cccc(OCC(=O)NNC(=O)c2cnccn2)c1	18	5	-16	-0.1	-2	7	8	0	-5	0	-1
O=C(CN(CC(=O)N1CCOCC1)S(=O)(=O)c1ccc(Br)s1)N1CCOCC1	10	-19	-15	-1.9	-3	3	14	11	-5	-1	-2
COc1ccc(-c2nc3ccc(Cl)cn3c2Cc2ccccc2C(F)(F)F)cc1OC	2	16	-10	-0.3	x	-41	-7	x	-6	x	2
Cc1cc(=O)oc2cc(NC(=O)c3ccccc3Cl)ccc12	-2	-130	-113	-0.7	-92	-292	-324	-7	-7	3	-4
COc1ccc(C)cc1NC(=O)c1c([N+](=O)[O-])cnn1C	17	-5	-1	1.3	3	9	10	-4	-2	0	1
COc1ccc(CNC(=O)Cn2nc(C(F)(F)F)cc2C)cc1	3	-44	-12	3.1	10	17	6	4	-2	-5	2
CN(C(=O)COC(=O)c1nc(Cl)ccc1Cl)c1ccccc1	-3	0	1	0.4	3	14	-2	-5	-2	0	6
COc1ccc(OCc2nnc(SC(C)C(=O)Nc3ccc(N4CCOCC4)cc3)n2C)cc1 (stereo not given)	-3	14	-6	-0.5	0	-3	-11	10	-5	x	-5
O=C1CCC(C(=O)N2CCc3ccccc3C2)CN1CCCN1CCOCC1 (stereo not given)	-2	4	4	0.2	16	13	-2	-1	-7	-2	0
COc1ccc(OC)c(CCNC(=O)CN2C(=O)CCSc3ccccc32)c1	2	2	0	-0.9	-4	22	-10	-1	-3	-3	2
Clc1cccc(NCc2ccccc2)n1	-4	-51	-18	-1.2	-5	-6	-24	-4	5	0	2
O=[N+]([O-])c1cccc(S(=O)(=O)c2ccc(NCCO)c([N+](=O)[O-])c2)c1	-11	9	15	0.7	4	12	6	-1	-3	4	-6
O=[N+]([O-])c1cc(-n2cnnn2)ccc1N1CCC(Cc2ccccc2)CC1	-19	34	56	-1.0	6	5	18	2	-4	-1	-2
S=c1[nH]nc(Cn2cnc3ccccc32)n1-c1ccccc1	-6	5	0	-0.2	-1	5	0	14	-3	6	5
SMILES	Cardio protect	Shn3 3UTR inh	NR2E3 ag-1	hiPSC survival	TRPM1 prom inh	HIF-2a block	Peg3 promoter	PDI inh	CaV13 FRET inh	NR2E3 ag-2	m5-HT2A agonist
O=C(CSc1ncn[nH]1)NCCc1ccc(Cl)cc1Cl	-7	-5	-17	-0.5	-4	9	0	1	-4	6	6
O=C(NCc1ccncc1)C1CCN(S(=O)(=O)c2cccc(C(F)(F)F)c2)CC1	-3	4	-8	-0.1	-1	2	9	10	-7	x	-4
COc1cccc(-n2c(N)c(-c3nc4ccccc4[nH]3)sc2=S)c1	10	-38	-13	-0.5	-5	-93	-65	0	1	4	6
CC1(c2ccccc2)NC(=O)N(CC(=O)Nc2ccc3c(c2)CCC3)C1=O (stereo not given)	-2	10	-9	0.2	14	-8	-13	-1	-6	x	1
COc1cccc2c(=O)n(CC(=O)Nc3ccc(F)cc3)ccc12	-3	-14	19	0.1	18	13	12	3	-6	6	5
S=C(NCc1ccccc1)Nc1cccc(Cl)c1	-12	9	-34	2.3	-3	-26	-16	-3	-3	0	-5
O=C(CSc1ncccn1)NCc1ccc2c(c1)OCO2	-2	5	-30	0.1	4	-74	-60	0	-3	4	3
O=C(NC1CC1)c1ccc2c(Cl)c3c(nc2c1)CCCC3	-12	-5	5	-1.5	-68	-171	-140	12	3	3	6
O=C(Nc1sc2c(c1C(=O)O)CCCC2)C(=O)N1CCOCC1	-2	-50	-32	-0.1	-15	-41	-68	-5	-3	0	9
O=C(Nc1ccccc1C(=O)NCCc1ccc(O)cc1)c1ccco1	10	-7	-27	-0.5	-12	-1	-2	-1	-3	5	2
CC(=O)NC(CCS(C)(=O)=O)C(=O)Nc1ccccc1 (stereo not given)	2	-21	-9	4.4	-11	2	6	x	-10	1	4
COc1ccccc1N1CCN(C(=O)c2ccc3noc(-c4ccccc4)c3c2)CC1	-4	9	0	-1.0	x	-40	-14	-12	-11	x	-6
COc1ccc(C)cc1NC(=O)CCNC(=O)c1ccco1	2	2	18	-0.3	2	-14	-3	-3	-3	-2	-5
Cc1nnc(SCC(=O)Nc2nsc(-c3ccc(C(C)(C)C)cc3)n2)s1	-30	-153	-119	-1.1	x	-195	-394	x	-5	0	-2
CC(C)(C)S(=O)(=O)N1C[C@@H]2C(=CC[C@H]3C(=O)N(c4ccccc4)C(=O)[C@@H]23)[C@@H]1CCO	-5	11	14	1.5	0	7	-16	6	-4	x	-4

From PubChem
